# PMI inhibition: human PMI inhibitors, high substrate, primary screen, biochemical, fluorescence intensity, high mannose 6-phosphate (AID 1220). recombinant PMI enzyme, coupled fluorescence intensity; higher % means a stronger effect. Mannose-6-phosphate isomerase (Homo sapiens). hit rate 0.66% among 190,000. inhibition, % at 20 µM; hits with a dose series show IC50 in µM
# Yfh1-off respiration: enhancers of respiration in Yfh1-depleted yeast, dose response, Friedreich's ataxia, plus single-dose screen (AID 1465). S. cerevisiae Yfh1-off respiration, WST-1 reduction, 72 h; higher fold induction means a stronger effect. one-dose fold induction at 50 µM; EC50 in µM for titrated hits. hit rate 0.074% among 220,000;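 active = fold induction of absorbance versus untreated yeast above a set limit, then at least 30% activation at any dose in follow-up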;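 note: activators that raise dye reduction in frataxin-depleted yeast; strong numbers were not always called active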
# b-catenin transl: modulators of beta-catenin nuclear translocation, primary screen, imaging, HeLa cells, immunofluorescence, high-content; nuclear translocation activity, % at 5 µM; hit rate 0.3% among 190,000; AID 1665, 2009;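 active = nuclear translocation activity above 50% at 5 µM, with a well cell count of 50 or more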;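 note: per-cell ratio of nuclear to cytoplasmic median beta-catenin stain intensity; plate controls were DMSO negative control for no effect and GSK-3 inhibitor IX positive control for full effect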
#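 Read-out: Nuclear/cytoplasmic beta-catenin signal ratio, % activation | Assay system: Human HeLa cell line | Times: 24 h compound exposure at 37°C, 5% CO2 | Signal: Fluorescence imaging of beta-catenin antibody stain plus DAPI | Dosing: 5 µM primary, 0.02–20 µM confirmation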
# WT yeast gro inh: growth inhibition of WT strain, primary screen, mitochondrial fusion inhibitor project, WT and mutant strains, chemical genetic. mitochondrial fusion phenotypic screen. inhibition, % at 10 µM. hit rate 2.1% among 190,000; in the data active = inhibition above about 58%; tested in S. cerevisiae
# MT stabilizer: microtubule stabilizers in HeLa cells, primary screen, imaging, high-content imaging; HeLa tubulin immunostaining HCS, 24 h; share of cells brighter than vehicle mean+2SD; % tubulin-high responders, % at 10 µM; hit rate 0.83% among 200,000;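 active = plate Z-score above 3 for both tubulin-high and condensed-nucleus cell shares, with cell loss under 80%, at 10 µM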;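 note: anti alpha tubulin signal scored within the nucleus-defined area of each cell; some results filed as inactive read as strong as hits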
# human PMI inhibition: inhibitors of human PMI, primary screen, biochemical, fluorescence intensity, coupled assay (AID 1209). Mannose-6-phosphate isomerase (Homo sapiens). purified PMI enzyme, coupled fluorescence intensity; higher % means a stronger effect. inhibition, % at 20 µM, or IC50 in µM where a hit was titrated. hit rate 0.42% among 190,000;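 note: plate controls were DMSO vehicle for no effect and wells lacking substrate for full effect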
# Ins promoter up: insulin promoter activators in MIN6 cells, imaging, high-content screening, mouse beta cells; AID 1625, 2009; hit rate 0.3% among 190,000; z-score at 5 µM; MIN6 insulin promoter-GFP reporter; hits give high values;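 active = z-score above 3 at 5 µM with at least 500 cells counted in the well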
# Autophagy mod: autophagy modulators in MEF cells, primary screen, imaging, high-content, MEF GFP-LC3. MEF GFP-LC3 puncta imaging; test concentration mostly 10 µM. calls only at 10 µM (by protocol). hit rate 0.98% among 190,000;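 active = percentage of spot-positive cells more than 3 SD above its plate mean, without a fluorescence outlier flag or 80% toxicity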;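 note: spot-positive cell cutoff set from DMSO-treated cells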
# Dynein transport: inhibitors of GR-EGFP nuclear translocation, primary screen, dynein cargo transport inhibitor project, imaging, high-content, 3617.4 mouse cells; AID 1381, 2008; hit rate 0.47% among 220,000; z-score, hits read low; test concentration mostly 20 µM; stimulated with dexamethasone, 1 µM; hits give low values;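 active = plate z-score of nuclear minus cytoplasmic receptor signal below a set negative limit, without overly bright fluorescence or cell loss, cut at about -3.5 in these data, passing the limit was not always enough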;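 note: z-score of nuclear minus cytoplasmic ring GR-EGFP intensity difference per well; some compounds called inactive have numbers as strong as hits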
#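 Buffer or medium: tet-free, stripped-serum medium; Also added: dexamethasone, 1.0 µM final; Technique: high-content fluorescence imaging after fixation; Times: 48 h induction, 1 h compound, 30 min dex at 37 °C; Read-out: per-cell GR-EGFP intensity, nucleus versus surrounding cytoplasmic ring, well-averaged.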
# WT yeast gro inh mutant strain: also measured in WT yeast gro inh; calls as there; inhibition, %; mitochondrial fusion phenotypic screen, mutant strain inhibition
# Dynein transport cytoplasmic EGFP: also measured in Dynein transport; calls as there; z-score; measured here: cytoplasmic GR-EGFP intensity; hits give high values
# Dynein transport nuclear GR-EGFP: second read-out of Dynein transport, no call of its own (marks repeat the call); z-score; measured here: nuclear GR-EGFP intensity;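 lower value marks the stronger effect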
# Dynein transport cell count: second read-out of Dynein transport, no call of its own (marks repeat the call); z-score; measured here: cell count per field
# Ins promoter up cell count: recorded beside Ins promoter up, whose call it bears; cell count; measured here: cytotoxicity, nuclei count;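 total cells summed across four imaged fields per well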
# b-catenin transl cell count 5 µM: second read-out of b-catenin transl, no call of its own (marks repeat the call); cell count; measured here: cell count, cytotoxicity flag
# MT stabilizer Hoechst-high %: also measured in MT stabilizer; calls as there; % Hoechst-high responders; measured here: nuclear condensation Hoechst responders;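 share of cells brighter than vehicle mean plus two SD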
# MT stabilizer cytotoxicity %: further read-out of MT stabilizer, marked with its call; toxicity, %; measured here: cytotoxicity by cell density;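 0% = mean cell density of plate MIN control wells and 100% = no cells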
# Autophagy mod cell loss 18 h: recorded beside Autophagy mod, whose call it bears; toxicity, %; measured here: cell loss, nuclei count;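 cell loss after 18 h compound exposure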
# * = called active by the depositor; i = inactive; nt = not tested or not shown. Cut-off read from the data, not from the text of the source, unless noted: active = inhibition above about 50%; inactive = the rest. Not a hit list. About 5% of those tested had a hit in this group.
SMILES,PMI inhibition,Yfh1-off respiration,b-catenin transl,b-catenin transl cell count 5 µM,WT yeast gro inh,WT yeast gro inh mutant strain,MT stabilizer,MT stabilizer Hoechst-high %,MT stabilizer cytotoxicity %,human PMI inhibition,Ins promoter up,Ins promoter up cell count,Autophagy mod,Autophagy mod cell loss 18 h,Dynein transport,Dynein transport cytoplasmic EGFP,Dynein transport nuclear GR-EGFP,Dynein transport cell count
O=C1CSc2nc3ccccc3n21,2%,i,-0.2,1233,-10,-15,2.0,1.7,4.1,9%,0.01,1547,i,3,0.014,-0.14,-0.63,-0.66
COc1ccc(NC(=O)c2ccco2)cc1NC(=O)c1ccco1,4%,i,0.4,1093,10,2,2.3,2.9,13,-3%,-0.03,1050,i,7,-0.51,-0.18,-0.045,0.67
COc1ccc2[nH]c3nc(SCc4nnc(-c5ccc(C)cc5)o4)nnc3c2c1,1%,i,-3.7,1178,-5,-51,6.4,3.6,6.9,4%,-0.98,902,i,-5,-0.9,-0.15,-0.21,0.31
COc1cc(S(=O)(=O)N(Cc2ccc(C)cc2)C2CCCCC2)ccc1-n1cnnn1,6%,i,5.0,768,34,18,1.8,1.5,2.4,7%,nt,nt,i,2,0.61,-0.19,0.74,-0.73
CCCS(=O)(=O)N1CCCC(C(=O)NCCN(C)Cc2ccccc2)C1 (stereo unspecified),-4%,i,1.0,1497,10,15,2.4,1.2,11,1%,2.7,1266,i,-14,-0.99,0.17,-0.52,1.2
COCCN1C(=O)N[C@@H](CCc2ccccc2)[C@H](C(C)=O)[C@H]1C,nt,i,1.1,1122,nt,nt,nt,nt,nt,nt,0.61,836,nt,nt,0.056,-0.8,0.32,-0.18
COc1ccccc1NC(=S)N(CCN1CCCCCC1)Cc1cccs1,-6%,i,-0.5,1126,2,10,1.7,1.0,1.2,-6%,-1.1,1355,i,-23,0.19,-0.26,0.11,0.25
C/C(CCc1ccc2c(c1)OCO2)=N\N=C1\NC(=O)CC(C(=O)Nc2ccc(Cl)cc2)S1 (stereo unspecified),16%,i,2.6,1372,73*,32*,1.5,2.1,4.7,19%,0.21,1775,i,0,0.99,-0.087,0.32,-1.3
COc1ccc(/C(N)=N/OC(=O)c2ccc3c(c2)OCO3)cc1OC,16%,i,5.2,1380,-10,-7,3.4,2.5,0.5,16%,-1,1151,i,21,0.53,-0.21,0.84,0.19
Cc1ccc(CS(=O)(=O)CCC(=O)NCc2cccs2)cc1,2%,i,-1.4,1244,12,-13,1.9,1.1,5.8,-5%,-0.12,1560,i,38,-0.72,-0.2,-0.31,0.72
CC(Sc1nnc(-c2ccc(C(C)(C)C)cc2)n1C)C(N)=O (stereo unspecified),-2%,i,1.0,1242,8,-16,1.3,0.7,2.3,1%,nt,nt,i,-12,0.43,-0.17,0.3,0.19
COc1ccccc1N1CCN(C(=O)CSc2nnc(NC(=O)C(C)C)s2)CC1,1%,i,-2.5,1038,-25,-4,1.8,0.7,7.2,1%,-0.04,1447,i,-10,-0.4,-0.31,0.039,0.69
CC(C)c1nc2n[nH]c(N)c2c2c1CCCC2,10%,i,2.0,1149,-1,11,8.4,4.5,7.7,3%,-0.38,1251,i,5,-0.22,-0.27,-0.16,0.13
CSC1=NSC2=NC(=O)/C(=C/c3coc4ccccc4c3=O)C(=N)N12,-90%,i,1.6,1006,4,8,3.5,1.5,9.1,-42%,0,1267,i,0,0.62,-0.011,0.41,0.6
CCC(C)(C)NC(=O)C(c1ccco1)N(C(=O)CNC(=O)c1cccs1)c1cccnc1 (stereo unspecified),0%,i,3.6,498,-14,-3,2.1,1.9,6.7,5%,nt,nt,i,2,0.13,-0.24,-0.012,0.38
CC(Sc1nnnn1C)C(=O)Nc1ccccc1 (stereo unspecified),7%,i,-4.5,1077,1,-14,3.4,2.3,7.1,3%,0.2,1210,i,6,-0.088,-0.029,0.22,-1.6
Cc1ccc(OCCN2C(=O)CSC2=O)cc1,-6%,i,0.2,680,0,14,1.9,1.9,12,-1%,-0.16,1244,i,32,-0.2,0.059,0.077,-0.0029
CCOC(=O)c1ccccc1NC(=O)CC1Nc2ccccc2NC1=O (stereo unspecified),6%,nt,1.9,942,2,5,nt,nt,nt,2%,0.4,1293,nt,nt,nt,nt,nt,nt
O=C(COC(=O)c1cccnc1Cl)Nc1ccccc1OC(F)F,-2%,i,0.9,1033,3,-9,5.2,0.9,5.1,0%,0.58,1352,i,1,0.44,-0.27,0.031,0.61
Cc1c(SCCO)c(=O)[nH]c2cc3c(cc12)OCO3,-6%,i,-5.2,1109,1,-10,1.6,1.0,2.7,-7%,0.34,966,i,-4,-0.11,-0.16,-0.14,-0.19
Cc1cc(NC(=O)CSc2nc3ccsc3c(=O)n2CCCC(=O)NCCc2ccccc2)no1,-8%,i,-0.3,1151,0,-2,1.6,1.9,3.9,-1%,0.27,1348,i,3,1,-0.3,0.54,0.25
Cn1cc(CN2CCCC(CO)(Cc3cccc(Cl)c3)C2)cn1 (stereo unspecified),-6%,i,-1.7,966,26,25,1.4,0.7,2.3,-4%,0.04,1497,i,19,-0.42,-0.3,0.032,0.26
CCOc1nc(OCC)c2cnn(C)c2n1,nt,i,-1.3,1273,nt,nt,nt,nt,nt,nt,-0.42,1490,nt,nt,0.37,-0.29,-0.05,1
COC(=O)CNC(c1ccccc1)c1cc(Br)ccc1N (stereo unspecified),nt,i,-0.1,1291,nt,nt,nt,nt,nt,nt,0.3,1025,nt,nt,-0.15,-0.31,-0.12,1.2
Cc1cc(CNC(=O)COc2ccc(F)cc2Cl)cc(C)c1O,9%,i,-2.2,1061,-1,-7,1.4,2.0,6.8,0%,-1.1,1564,i,-36,-0.95,-0.25,-0.48,0.64

# Just Dynein transport cytoplasmic EGFP, Autophagy mod cell loss 18 h and MT stabilizer cytotoxicity %, for some of the entries so far:
Compound | Dynein transport cytoplasmic EGFP | Autophagy mod cell loss 18 h | MT stabilizer cytotoxicity %
CCC(C)(C)NC(=O)C(c1ccco1)N(C(=O)CNC(=O)c1cccs1)c1cccnc1 (stereo unspecified) | -0.24 | 2 | 6.7
CC(Sc1nnnn1C)C(=O)Nc1ccccc1 (stereo unspecified) | -0.029 | 6 | 7.1
Cc1ccc(OCCN2C(=O)CSC2=O)cc1 | 0.059 | 32 | 12

# Continued.
SMILES,PMI inhibition,Yfh1-off respiration,b-catenin transl,b-catenin transl cell count 5 µM,WT yeast gro inh,WT yeast gro inh mutant strain,MT stabilizer,MT stabilizer Hoechst-high %,MT stabilizer cytotoxicity %,human PMI inhibition,Ins promoter up,Ins promoter up cell count,Autophagy mod,Autophagy mod cell loss 18 h,Dynein transport,Dynein transport cytoplasmic EGFP,Dynein transport nuclear GR-EGFP,Dynein transport cell count
N#Cc1ccsc1NC(=O)CN1CCN(S(=O)(=O)c2ccc3ccccc3c2)CC1,4%,i,nt,nt,6,12,2.5,2.9,5.4,0%,-0.01,1239,i,5,-0.58,-0.25,-0.63,0.11
CC(C)OCCCNC(=O)NC12CC3CC(CC(C3)C1)C2,12%,i,-2.3,1098,5,15,5.5,3.7,6.2,12%,0.42,1761,i,13,-1.3,-0.34,-0.95,-0.21
CC(=O)NC(Cc1cccc(F)c1)C(=O)NC1CCN(c2nnnn2-c2ccccc2)CC1 (stereo unspecified),14%,i,0.2,974,-3,-7,4.8,3.9,7.6,8%,nt,nt,i,-12,0.22,-0.24,-0.23,0.64
CCC(C)N(CCNC(=O)CC1Oc2ccc(C)cc2NC1=O)C1CCCCC1 (stereo unspecified),1%,i,nt,nt,-2,11,5.3,2.5,8.3,-9%,-0.7,988,i,12,1.4,0.023,1.1,-1
COC(=O)C1CCN(C(=O)c2cc(=O)[nH]c3ccccc23)CC1,-1%,i,-3.3,1110,-8,6,2.1,2.4,7.4,-2%,0.42,1267,i,-5,-1,-0.091,-0.14,0.43
Cc1ccc(-n2c(N)c(C(=O)Nc3c(C)n(C)n(-c4ccccc4)c3=O)c3nc4ccccc4nc32)cc1C,-3%,i,6.8,932,-6,-8,9.4,2.7,15,3%,-0.79,979,i,-4,0.32,0.13,0.38,-0.42
COCCn1nnnc1C(c1ccc(OC)c(OC)c1)N1CCc2ccccc21 (stereo unspecified),10%,i,-2.2,893,6,20,4.9,3.9,3.9,4%,-1.2,1128,i,13,0.46,-0.3,0.66,-0.78
CCOC(=O)/C=C/C(=O)N1CCc2ccccc21,-5%,i,-0.4,1371,0,7,1.4,1.9,6.9,-4%,-0.3,1567,i,2,-0.63,0.0013,-0.49,0.28
O=C(NCCCn1ccnc1)C(=O)NCC1OCCN1S(=O)(=O)c1ccc(Cl)cc1 (stereo unspecified),-6%,i,1.0,549,2,-9,3.7,3.2,6.9,-3%,0.16,1237,i,16,0.13,0.3,1.1,-0.55
O=C(O)CCC(=O)N1CCc2cc(S(=O)(=O)N3CCC(Cc4ccccc4)CC3)ccc21,-5%,i,nt,nt,3,-6,3.2,2.2,5.9,-11%,0.22,814,i,6,-0.33,-0.17,-0.13,-0.002
Cc1cc(C(=O)COC(=O)CNC(=O)c2ccc(Cl)c(Cl)c2)c(C)n1Cc1ccco1,12%,i,2.5,1062,-58,-24,1.6,3.9,8.0,17%,-0.05,1415,i,0,-0.24,-0.28,-0.26,1.2
Cc1ccsc1/C=N\NC(=O)c1cc(C(C)(C)C)[nH]n1,-8%,i,0.7,1496,-5,-1,5.9,1.7,9.9,-9%,-0.39,1411,i,12,-0.33,-0.33,0.21,0.36

# Screening data deposited in PubChem by several laboratories.
